RGS4 inh: inhibitors of human RGS4. HEK293 M3R/RGS4 inducible, Fluo-4 calcium flux; active compounds read high; triggered by carbachol at its EC20. B-score at 10 µM. 0.45% of 310,000 active. AID 463165. P49798;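 active means B-score, a plate-corrected calcium signal, over three deviations above library mean, with baseline fluorescence within five deviations of library mean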;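 further: RGS4 expression induced by doxycycline in cells with stable M3 receptor; B-score is computed from the integrated fluorescence ratio over baseline after carbachol; higher B-score means a larger calcium signal and so more RGS4 inhibition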
Target sequence (P49798 whole entry, looked up): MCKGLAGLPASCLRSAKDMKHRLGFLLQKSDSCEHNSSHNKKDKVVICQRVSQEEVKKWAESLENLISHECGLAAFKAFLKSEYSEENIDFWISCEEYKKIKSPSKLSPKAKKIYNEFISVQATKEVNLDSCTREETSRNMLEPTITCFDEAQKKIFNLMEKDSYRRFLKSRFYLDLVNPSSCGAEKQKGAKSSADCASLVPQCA
MrgX1 allo act: allosterically activates human MrgX1 receptor signaling; Q96LB2; B-score at 10 µM; 0.63% of 310,000 active; MrgX1-HEK293, Fluo-4 calcium flux, FDSS; active compounds read high;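 active means plate-corrected calcium response at least 3 library SD above typical, normal starting fluorescence, not activating the receptor alone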;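 further: compound read alongside a low EC10 to EC30 dose of BAM8-22 agonist; peak minus trough fluorescence over baseline measured at the second addition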
Target sequence (Q96LB2 whole entry, looked up): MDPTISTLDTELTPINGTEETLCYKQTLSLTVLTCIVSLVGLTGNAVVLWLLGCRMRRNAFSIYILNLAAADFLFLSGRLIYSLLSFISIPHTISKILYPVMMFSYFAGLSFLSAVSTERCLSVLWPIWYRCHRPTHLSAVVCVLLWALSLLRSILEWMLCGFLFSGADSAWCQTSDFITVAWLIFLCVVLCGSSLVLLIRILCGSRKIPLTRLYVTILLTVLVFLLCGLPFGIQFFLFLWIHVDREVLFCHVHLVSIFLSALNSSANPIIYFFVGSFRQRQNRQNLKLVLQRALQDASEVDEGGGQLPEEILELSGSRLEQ
TRPC4 inh: inhibitors of mouse TRPC4 channel; Q9QUQ5; HEK293 TRPC4beta/mu-opioid, DAMGO-evoked Fluo4 calcium flux; active compounds read low; B-score at 10 µM; 0.39% of 300,000 active; AID 2247;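 active means B-score over 3 SD under the library average, no early fluorescence shift, positive overall ratio signal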
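test system = HEK293 cells with stable TRPC4beta plus mu-opioid receptor expression | detection = Fluo4 Ca2+ flux fluorescence | read-out = integrated fluorescence ratio relative to baseline, converted to per-well B score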
MrgX1 agonist: agonists of human MrgX1 receptor. MrgX1-HEK293 cells, Fluo-4 calcium fluorescence, agonist mode; active compounds read high. Q96LB2. 0.44% of 310,000 active. B-score at 10 µM;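 active means calcium response B-score plate-corrected fluorescence ratio at least 3 library SD, with starting fluorescence B-score inside 5 SD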
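System – MrgX1-expressing HEK293 cells · Incubation – cells plated overnight, dye loaded 0.5 h 37 °C, 0.5 h room temperature · Technique – kinetic Fluo-4 NW fluorescence of intracellular calcium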
TRPC6 inhibitor: blocks the mouse TRPC6 cation channel. Q61143. HEK293-TRPC6, membrane potential dye, ACh-evoked depolarization; active compounds read low. B-score at 10 µM. 1.1% of 310,000 active. AID 2553;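 active means B-score under library mean minus 3 SD, initial fluorescence not abnormally high, positive integrated signal ratio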;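 further: B-score derived from integrated fluorescence ratio over the kinetic read; more negative B-score means stronger inhibition of depolarization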
TRPC4 agonist: TRPC4 (mouse) channel activation | HEK293 TRPC4beta/mu-opioid, Fluo4 calcium fluorescence; active compounds read high | 0.49% of 310,000 active | B-score at 10 µM | Q9QUQ5;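 active means B-score above 5 SD of library B-scores, and initial fluorescence ratio not above library mean plus 5 SD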;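 further: positive B-score marks a calcium rise read as TRPC4 activation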
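Assay system: HEK293 stable line with TRPC4beta plus mu-opioid receptor. Times: dye 45 min RT, read 110 s. Measured by: kinetic Fluo4 calcium fluorescence. Measure: B score of integrated ratio. Controls: assay buffer as low control, maximal DAMGO as high control.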
TRPC4 PAM: allosterically enhances the mouse TRPC4 cation channel | HEK293 TRPC4beta/mu-opioid, DAMGO EC20, Fluo-4 Ca2+ flux; active compounds read high | B-score at 10 µM | 0.42% of 310,000 active | AID 2227;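 active means B-score of calcium response area above 5 SD of library B-scores, with initial fluorescence ratio within 5 SD of library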;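 further: B-score of integrated fluorescence ratio over time as area under calcium response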
MrgX1 antagonist: human MrgX1 receptor antagonism, primary screen. Q96LB2. MRGX1-HEK293 calcium flux, Fluo-4, BAM8-22 antagonism; active compounds read low. B-score at 10 µM. 1.3% of 310,000 active;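 active means calcium-response B-score plate-corrected more than 3 library SD below zero, starting fluorescence within 5 deviations, no agonist response on first addition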;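 further: peak minus trough fluorescence over baseline after final BAM8-22 challenge near maximal dose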
TRPC6 activator: activators of mouse TRPC6 channel; Q61143; HEK293-TRPC6 membrane potential dye fluorescence; active compounds read high; B-score at 10 µM; 0.13% of 310,000 active;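 active means B-score of the integrated fluorescence ratio above library mean plus 3 SD, and starting fluorescence ratio within library mean plus 5 SD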;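 further: higher score means more depolarization so channel activation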
ANO1 block: inhibitors of mouse TMEM16A calcium-activated chloride channel. AID 588511. 1.2% of 310,000 active. HEK293 TMEM16A/YFP iodide influx fluorescence, ionomycin. normalized B-score (activity score, 25-100; higher = stronger inhibition) at 10 µM;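 active means ratio plate-corrected score three or more library SD toward inhibition, starting fluorescence score within five deviations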;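 further: score derived from kinetic fluorescence span divided by baseline fluorescence per well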
ANO1 activ: activates or potentiates the mouse TMEM16A chloride channel; HEK293 TMEM16A/YFP-H148Q/I152L, iodide quench fluorescence; active compounds read low; 0.3% of 340,000 active; AID 623877; B-score at 10 µM;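 active means fluorescence-ratio B-score plate-corrected deviation score at least 3 library SD below zero, with starting fluorescence score within 5 deviations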;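 further: channel opened by trigger with iodide after compound preincubation; score built on the fluorescence ratio of max minus min over baseline; more negative score means more quench and so TMEM16A activation or potentiation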
An asterisk follows results filed as active; i = inactive; x = no result given.

SMILES	RGS4 inh	MrgX1 allo act	TRPC4 inh	MrgX1 agonist	TRPC6 inhibitor	TRPC4 agonist	TRPC4 PAM	MrgX1 antagonist	TRPC6 activator	ANO1 block	ANO1 activ
Cc1nc(-c2coc3c(CN(C)C)c(O)ccc3c2=O)cs1	i	i	i	i	i	i	i	i	i	i	i
COc1cc(C2NC(=O)NC(C)=C2[N+](=O)[O-])cc(OC)c1OC (stereo not given)	i	i	i	i	i	i	i	i	i	i	i
COc1ccc2c(c1)c1nc3ccccc3nc1n2CCCN1C(=O)c2ccccc2C1=O	i	i	i	i	i	i	i	i	i	i	i
CNC(=S)NCc1ccc(OC)cc1	i	i	i	i	i	i	i	i	i	i	i
O=C1c2ccccc2C(=O)C1c1ccc(O)cc1	i	i	i	i	i	i	i	i	i	i	i
CC(Cl)C(=O)NN=C(c1ccccc1)c1ccccc1 (stereo not given)	i	i	i	i	i	i	i	i	i	i	i
COc1ccc(C(=O)NC2CC(C)(C)Cc3occc32)cc1 (stereo not given)	i	i	i	i	i	i	i	i	i	i	i
CCOC(=O)c1cccc(NC(=S)NCc2ccc(C)cc2)c1	i	i	i	i	i	i	i	i	i	i	i
O=C(O)COC(=O)C1C(c2ccccc2)C(C(=O)O)C1c1ccccc1 (stereo not given)	i	i	i	i	i	i	i	i	i	i	i
N#C/C(=N\Nc1cccc(Cl)c1)C(=O)c1ccccc1	i	i	i	i	i	i	i	i	i	100*	i
COc1cccc(NC(=O)CN(C)C(=O)c2ccc(-c3ccc(Cl)cc3)o2)c1	i	i	i	i	i	i	i	i	i	i	i
COc1ccc(S(=O)(=O)N(C)CC(=O)NCc2cccnc2)cc1C	i	i	i	i	i	i	i	i	i	i	i
Cc1ccccc1OCC(=O)NCc1ccccc1	i	i	i	i	i	i	i	i	i	i	i
CCCCNc1cc(NC(C)=O)cc2cc(OC)c(OC)cc12	i	i	i	i	i	i	i	i	i	i	i
Cc1ccccc1N=Cc1cccc(O)c1O	i	i	i	i	i	i	i	i	i	i	i
O=C(Cc1ccccc1)NC(Nc1ccccc1)C(Cl)(Cl)Cl (stereo not given)	i	i	i	i	i	i	i	i	i	i	i
CSc1nc(-c2ccco2)cc(C(F)(F)F)c1C#N	i	i	i	i	i	i	i	i	i	i	i
O=C(CSc1ncccc1C(=O)O)NC1CCCCCCC1	i	i	i	i	i	i	i	i	i	i	i
CCCn1c(=O)c(C(=O)NNS(=O)(=O)c2ccc(Cl)cc2)c(O)c2ccccc21	i	i	i	i	i	i	i	i	i	i	i
Cn1c(SCC(=O)c2ccc3c(c2)OCCO3)nnc1C1CC1	i	i	i	i	i	i	i	i	i	i	i
S=C(NCc1cccs1)Nc1ccccc1Cl	i	i	i	i	i	i	i	i	i	i	i
CCCc1cc(=O)[nH]c2nnc(SCC(=O)Nc3cccc(NC(C)=O)c3)n12	i	i	i	i	i	i	i	i	i	i	i
O=C(CSc1ccc2c(c1)OCCO2)Nc1ncccc1O	i	i	i	i	i	i	i	i	i	i	i
O=C(COC(=O)CSc1nnc(-c2ccc(Cl)cc2)o1)Nc1cc(Cl)cc(Cl)c1	i	i	i	i	i	i	i	i	i	i	i
CC(CC(=O)NCc1ccccc1)C1CCCO1 (stereo not given)	i	i	i	i	i	i	i	i	i	i	i

Brought forward from above: four compounds; new compounds follow.
SMILES	RGS4 inh	MrgX1 allo act	TRPC4 inh	MrgX1 agonist	TRPC6 inhibitor	TRPC4 agonist	TRPC4 PAM	MrgX1 antagonist	TRPC6 activator	ANO1 block	ANO1 activ
CCCc1cc(=O)[nH]c2nnc(SCC(=O)Nc3cccc(NC(C)=O)c3)n12	i	i	i	i	i	i	i	i	i	i	i
O=C(CSc1ccc2c(c1)OCCO2)Nc1ncccc1O	i	i	i	i	i	i	i	i	i	i	i
O=C(COC(=O)CSc1nnc(-c2ccc(Cl)cc2)o1)Nc1cc(Cl)cc(Cl)c1	i	i	i	i	i	i	i	i	i	i	i
CC(CC(=O)NCc1ccccc1)C1CCCO1 (stereo not given)	i	i	i	i	i	i	i	i	i	i	i
CCCC(=O)Nc1ccc(NC(=O)c2ccccc2)nc1	i	i	i	i	i	i	i	i	i	i	i
CCN(c1ccc(NC(=O)COC(=O)c2ccc3ccccc3n2)cc1)C(C)C	i	i	x	i	i	i	i	i	i	i	i
O=c1[nH]c([N+](=O)[O-])nn1C(c1ccccc1)c1ccccc1	i	i	i	i	i	i	i	i	i	i	i
CCn1c(=O)c2sccc2n(Cc2ccc(C)cc2)c1=O	i	i	i	i	i	i	i	i	i	i	i
Cc1ccc(/C=N/NC(=O)Cn2cnc3ccccc32)cc1	i	i	i	i	i	i	i	i	i	i	i
CCn1c(C)c(C(=O)c2ccccc2)c(C#N)c1C(=O)O	i	i	i	i	i	i	i	i	i	i	i
O=C(CCS(=O)(=O)c1cccc2nsnc12)NCc1ccccc1Cl	i	i	i	i	i	i	i	i	i	i	i
O=C(c1cccc(C(F)(F)F)c1)N1CCC2(CC1)NCCc1[nH]cnc12	i	i	i	i	i	i	i	i	i	i	i
CSc1ccc(/C=N/NC(=O)CN2CCN(Cc3ccc(Cl)cc3)CC2)cc1	i	i	i	i	i	i	i	i	i	i	i
CCOC(=O)CN=C1CC(C)(C)CC2=C1Sc1ncnc(N(C)C)c1N2	i	i	i	i	i	i	i	i	i	i	i
COc1cc(/C(C)=N/NC(=O)c2ccc(CSc3nncn3C)cc2)cc(OC)c1OC	i	i	i	i	i	i	i	i	i	i	i
CC12CCC(CC1=O)C2(C)C (stereo not given)	x	i	x	i	x	x	x	i	x	i	i
CC(C)NCC(O)COc1ccc2c(c1)CCC2 (stereo not given)	i	i	i	i	i	i	i	i	i	i	i
CC1(C)CC(=O)C(=Cc2cn(CCC#N)nc2-c2ccc(F)cc2)C(=O)C1	i	i	i	i	i	i	i	i	i	i	i
O=C(NCc1ccccc1)/C(=C/c1ccccc1)NC(=O)c1ccco1	i	i	i	i	i	i	i	i	i	i	i
COc1ccc(NC(=O)c2cccc(N3C(=O)C4CC=C(C)CC4C3=O)c2)c(OC)c1 (stereo not given)	i	i	-6*	i	i	i	i	i	i	i	i
CC(=O)NC1=NN(C(C)=O)C(C)(c2ccccc2)S1 (stereo not given)	i	i	i	i	i	i	i	i	i	i	i
Cc1ccc(NC(=S)NCc2ccc(Cl)cc2)c(C)c1	i	i	i	i	i	i	i	i	i	i	i
O=C(O)c1nccnc1C(=O)Nc1ccc(Oc2c(Cl)cccc2Cl)nc1	i	i	i	i	i	i	i	i	i	i	i
O=C(c1c[nH]c2ccccc12)C(F)(F)F	i	i	i	i	i	i	i	i	i	i	i
COc1ccc(C(=O)NN2CCOCC2)cc1	i	i	i	i	i	i	i	i	i	i	i
CCCCC(NC(=O)c1ccc(Cl)cc1)C(=O)O (stereo not given)	i	i	i	i	i	i	i	i	i	i	i
CCO[C@@H]1OC(C(=O)Nc2ccccc2)=C[C@H](C2CC2)[C@H]1CCCO	i	i	i	i	i	i	i	i	i	i	i
NCCCC[C@@H](C(=O)N1CCNCC1)n1cc(CCC(=O)O)nn1	i	i	i	i	i	i	i	i	i	i	i
CC(=O)Nc1ccc(/C=N/NC(=O)c2cc3cc(C)ccc3nc2C)cc1	i	i	i	i	i	i	i	i	i	i	i

Following part.
SMILES	RGS4 inh	MrgX1 allo act	TRPC4 inh	MrgX1 agonist	TRPC6 inhibitor	TRPC4 agonist	TRPC4 PAM	MrgX1 antagonist	TRPC6 activator	ANO1 block	ANO1 activ
O=C(c1ccccn1)N1CCCC(N2CCN(c3ccccc3)CC2)C1 (stereo not given)	i	i	i	i	i	i	i	i	i	i	i
O=C1C2C3C=CC(CC3)C2C(=O)N1/N=C/c1ccco1 (stereo not given)	i	i	i	i	i	i	i	i	i	i	i
CCNC(=O)C(=O)Nc1cc2c3c(c1)CCN3C(=O)CC2	i	i	i	i	i	i	i	i	i	i	i
O=C(Nc1ccc(S(=O)(=O)N2CCCCC2)cc1)C1CCCO1 (stereo not given)	i	i	i	i	i	i	i	i	i	i	i
CC(NC(=S)NC1CCCCC1)C(c1cccs1)N1CCOCC1 (stereo not given)	i	i	i	i	i	i	i	i	i	i	i
Fc1ccccc1NC(=S)NCCc1cccc(Cl)c1	i	i	i	i	i	i	i	i	i	i	i
Cc1cc([N+](=O)[O-])nn1Cc1ccccc1F	i	i	i	i	i	i	i	i	i	i	i
COc1ccc2oc(=Nc3ccc(C(=O)O)cc3)c(C(=O)NCc3ccco3)cc2c1	i	i	i	i	i	i	i	i	i	i	i
O=C(Nc1ccc(N2CCOCC2)cc1)c1cccc(S(=O)(=O)N2CCCCC2)c1	i	x	i	x	i	i	i	x	i	x	i
CCCOc1ccc2c(=O)c(-c3cc(C(=O)OC)oc3C)c(C)oc2c1	i	i	i	i	i	i	i	i	i	i	i
COc1ccc(C(=O)NCC(=O)Nc2ccc(F)cc2)cc1OC	i	i	i	i	i	i	i	i	i	i	i
CCOc1cc(/C=N/O)cc(Br)c1OC	i	i	i	i	i	i	i	i	i	i	i
COc1ccc(-n2ncc3c(=O)n(CC(=O)N(C(C)C)C(C)C)cnc32)cc1	i	i	i	i	i	i	i	i	i	i	i
Cc1ccc(C(=O)Nc2nc(=O)n(C(=O)CC(C)C)s2)cc1	i	i	i	i	i	i	i	i	i	i	i
CCN(CC)P(=O)(Nc1ccc(SC(F)F)cc1)c1ccc(N(C)C)cc1NC(=O)c1ccco1 (stereo not given)	i	i	i	i	i	i	i	i	i	i	i
Nc1nc(OCC2CCCCC2)c2[nH]cnc2n1	i	i	i	i	i	i	i	i	i	i	i
CCCCn1c(CCNC(=O)CCC)nc2ccccc21	i	i	i	i	i	i	i	i	i	i	i
N#Cc1c(N2CCCC2)nsc1-c1ccccc1	i	i	i	i	i	i	i	i	i	i	i
Cc1ccccc1OCC(=O)NCCCNC(=O)c1ccncc1	i	i	i	i	i	i	i	i	i	i	i
O=C(NCC1CCCO1)C1CCN(C2CCN(Cc3cccs3)CC2)CC1 (stereo not given)	i	i	i	i	i	i	i	i	i	i	i
CCOC(=O)c1[nH]c2cc3c(cc2c1NC(=O)CN1CCc2ccccc2C1)OCO3	i	i	i	i	i	i	i	i	i	i	i
c1ccc(-n2nnnc2SCc2ccccn2)cc1	i	i	i	i	i	i	i	i	i	i	i

Compound activity: PubChem BioAssay, Johns Hopkins Ion Channel Center
